UPR CHOP act: apoptotic UPR (CHOP) activation. CHO-CHOP luciferase reporter, luminescence; percent of tunicamycin response over DMSO baseline. activation, % at 10 µM. 0.34% of 330,000 active. AID 449763;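 active = at 10 µM dose, activation of 40% or more, normalized to positive control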;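 note: 100% = tunicamycin at 10 µg/mL and 0% = DMSO alone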
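Material: CHO-CHOP cells, stable luciferase reporter of PERK-eIF2a-CHOP signalling; quantity: 500 reporter cells seeded per well; buffer or medium: F12 medium containing 10% fetal bovine serum; compound: one dose, 10 µM in 0.5% DMSO; incubation: 6 h compound treatment, 37 °C; measured by: Steady-Glo luciferase luminescence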
APJ agonist: APJ receptor agonism. P35414. CHO-K1 APJ PathHunter beta-arrestin, luminescence; 0% DMSO wells, 100% apelin. 0.11% of 330,000 active. activation, % at 20 µM. AID 2520;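 active = activation more than six SD over the plate average, tested at 20 µM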;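 note: 0% = DMSO alone and 100% = apelin-13 at 10 nM; some results filed as inactive read as strong as hits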
Target sequence (P35414 whole entry, looked up): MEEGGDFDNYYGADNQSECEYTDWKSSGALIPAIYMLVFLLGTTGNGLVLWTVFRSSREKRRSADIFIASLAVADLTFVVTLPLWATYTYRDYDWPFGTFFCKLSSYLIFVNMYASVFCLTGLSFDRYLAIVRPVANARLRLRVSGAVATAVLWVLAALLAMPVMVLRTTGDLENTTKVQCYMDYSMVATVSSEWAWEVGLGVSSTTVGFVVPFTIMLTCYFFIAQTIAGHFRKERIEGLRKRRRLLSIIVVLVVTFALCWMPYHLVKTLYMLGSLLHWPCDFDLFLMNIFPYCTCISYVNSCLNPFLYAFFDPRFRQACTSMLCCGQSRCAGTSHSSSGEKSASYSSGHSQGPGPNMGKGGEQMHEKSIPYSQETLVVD
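Assay system: CHO-K1 cells stably expressing ProLink-tagged human APJ and arrestin–beta-gal acceptor. Compound dosing: 20 µM single point, 1% DMSO. Times: 16-18 h seeding, 90 min dark compound exposure, 60 min detection. Detection: beta-gal luminescence. Evaluation: APJ–arrestin association signal. Controls: negative DMSO alone, positive Apelin-13 at 10 nM.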
CCR6 antagonist: CCR6 (human) receptor antagonism | P51684 | CHO-K1 CCR6 PathHunter beta-arrestin, luminescence, CCL20-stimulated | inhibition, % at 20 µM | 0.49% of 340,000 active | AID 493098;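 active = compounds whose inhibition of the agonist-driven luminescence signal at 20 µM reaches about 50%, limit read from the data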;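 note: cells stimulated with CCL20 at 14 nM final; plate controls were DMSO with CCL20 for no effect and DMSO without agonist for full effect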
Target sequence (P51684 whole entry, looked up): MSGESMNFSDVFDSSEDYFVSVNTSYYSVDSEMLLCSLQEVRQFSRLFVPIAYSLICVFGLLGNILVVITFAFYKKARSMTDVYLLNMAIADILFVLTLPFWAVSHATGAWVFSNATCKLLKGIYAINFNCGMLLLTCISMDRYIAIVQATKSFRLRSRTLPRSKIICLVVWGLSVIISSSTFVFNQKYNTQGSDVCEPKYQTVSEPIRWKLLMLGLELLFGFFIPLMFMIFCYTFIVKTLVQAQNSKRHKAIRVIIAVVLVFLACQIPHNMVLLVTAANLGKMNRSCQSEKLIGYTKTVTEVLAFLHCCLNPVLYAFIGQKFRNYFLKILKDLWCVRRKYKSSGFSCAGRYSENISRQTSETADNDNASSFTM
Mdm2-MdmX inh: human Mdm2/MdmX binding inhibition; O15151+Q00987; SaOS-2 split-luciferase Mdm2/MdmX complementation, luminescence; inhibition, % at 8 µM; 3% of 330,000 active;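 active = inhibition of at least 50% at 8 µM in the primary screen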
APJ antag: APJ receptor antagonism | AID 2521 | inhibition, % at 20 µM | 0.32% of 330,000 active | CHO-K1 APJ beta-arrestin complementation, luminescence;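 active = inhibition above about 40% at 20 µM, limit read from the data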;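 note: cells challenged with 10 nM apelin-13 agonist together with compound; plate controls were apelin-13 plus DMSO wells for no effect and DMSO wells lacking apelin-13 for full effect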
UPR XBP1 act: adaptive UPR (XBP1) activation. 0.33% of 330,000 active. AID 463104. activation, % at 20 µM. CHO-XBP1 luciferase reporter, IRE1-XBP1 UPR activation, luminescence; percent of tunicamycin response, DMSO as zero;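 active = versus positive control, 20 µM dose yields 30% or more activation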;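 note: 100% = tunicamycin at 10 µg/mL and 0% = DMSO only wells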
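Material: CHO-XBP1 cells stably carrying IRE1-XBP1-driven luciferase reporter / Amount: 1000 cells per well / Compound: 20 µM, 1% DMSO / Times: 6 h treatment, 37 °C / Detection: luciferase luminescence / Measure: % activation of reporter signal versus tunicamycin and DMSO controls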
CXCR6 block: inhibitors of human CXCR6 receptor; 0.36% of 360,000 active; CHO-K1 PathHunter CXCR6 beta-arrestin, luminescence; O00574; inhibition, % at 20 µM; in the data active = inhibition above about 34%, passing the limit was not always enough;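 note: antagonist mode with CXCL16 agonist at 10 nM final; 0% = 10 nM CXCL16 with DMSO and 100% = unstimulated wells without agonist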
Target sequence (O00574 whole entry, looked up): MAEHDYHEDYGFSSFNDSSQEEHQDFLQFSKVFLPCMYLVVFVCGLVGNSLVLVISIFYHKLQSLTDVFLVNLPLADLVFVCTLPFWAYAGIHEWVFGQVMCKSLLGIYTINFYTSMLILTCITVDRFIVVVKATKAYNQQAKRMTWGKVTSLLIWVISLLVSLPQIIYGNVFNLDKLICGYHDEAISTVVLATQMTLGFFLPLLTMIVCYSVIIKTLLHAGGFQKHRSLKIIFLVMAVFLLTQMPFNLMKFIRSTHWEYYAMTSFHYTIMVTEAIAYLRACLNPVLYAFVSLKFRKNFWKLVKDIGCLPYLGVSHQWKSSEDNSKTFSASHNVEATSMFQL
EBI2 antag: blocks human EBI2 receptor beta-arrestin signaling. inhibition, % at 5 µM. 0.81% of 360,000 active. EBI2 beta-arrestin recruitment, luminescence, 7a,25-OHC stimulated. AID 651636. P32249; in the data active = inhibition above about 38%;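 note: enzyme fragment complementation signal reports receptor beta-arrestin coupling in cells; 0% = agonist plus DMSO wells and 100% = wells without agonist; some results beyond the cut were filed as inactive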
tim23-1 inh: inhibits growth of tim23-1 mutant yeast | inhibition, % at 20 µM | AID 463212 | S. cerevisiae tim23-1 growth, BacTiter-Glo luminescence, 24 h | 1.3% of 330,000 active;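 active = growth inhibition of the mutant yeast at or above 50%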;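 note: temperature-sensitive mutant grown at 25 °C; plate controls were DMSO-treated mutant yeast for no effect and medium wells lacking yeast for full effect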
* hit, by the source's call; . = no result given. Only part of the results is shown; rates above refer to the full screens.

SMILES	UPR CHOP act	APJ agonist	CCR6 antagonist	Mdm2-MdmX inh	APJ antag	UPR XBP1 act	CXCR6 block	EBI2 antag	tim23-1 inh
O=C(COC(=O)CCCSc1nc2ccccc2[nH]1)NC(=O)NC1CCCC1	0.0	-4	-4	-4	29	-4	-2	5	-8
Cc1cccc2c(CC(=O)Nc3ccccc3)noc12	2.1	-2	6	22	6	-1	-1	-14	10
Cc1ccc(C(=O)N2CCN(Cc3ccc4c(c3)OCO4)CC2)cc1[N+](=O)[O-]	1.5	-3	10	-7	10	-1	-7	1	1
CCCCn1c(SCC(=O)Nc2ccc(C)c(S(=O)(=O)N3CCOCC3)c2)nnc1C(CC)N(C)C (configuration not stated)	1.7	2	-2	-15	-30	1	2	-2	-5
C/C(=N\NC(=O)c1nnn(-c2nonc2N)c1CN1CCCCCC1)c1ccc(Br)cc1	4.0	1	-8	-19	-8	6	-10	0	5
N#Cc1cn(CC(=O)NCC2CCCO2)c2ccccc12 (configuration not stated)	-1.9	-3	15	9	5	-5	6	-18	7
N#CC(C(=O)NCc1ccco1)c1nc2ccccc2nc1N1CCOCC1 (configuration not stated)	0.5	-2	10	27	-17	0	7	-3	36
Cc1cc(/C=C2\SC(=Nc3ccccc3)NC2=O)c(C)n1-c1ccc(S(N)(=O)=O)cc1	0.4	-2	12	61*	-1	7	2	13	7
C#C[C@]1(O)CC[C@H]2[C@@H]3CCC4=Cc5oncc5C[C@]4(C)[C@H]3CC[C@@]21C	-2.1	3	10	26	2	-3	-19	-8	50*
CCCCN(C(=O)CN(C)CC(=O)Nc1cccc(OC)c1)c1c(N)n(CCCC)c(=O)[nH]c1=O	0.3	-3	-2	2	-6	0	-5	-3	10
CCOC(=O)c1cc(-c2ccc(OC)cc2)nc2c1c(C)nn2CCC#N	-3.0	-3	7	8	17	3	6	8	20
O=C(O)c1ccc(C2NCC(c3ccccc3Cl)c3c2[nH]c2ccccc32)cc1 (configuration not stated)	-2.6	0	9	3	-8	2	0	8	14
CCN(C(=O)C1CCCN(c2ncnc3c2nc2n3CCCCC2)C1)c1cccc(Cl)c1 (configuration not stated)	0.1	-2	19	50	9	-2	0	11	26
Cc1ccsc1C(=O)NC1CCCCC1C (configuration not stated)	-0.5	-4	-6	-14	2	-3	5	-7	15
CSCC[C@H](NC(=O)OC(C)(C)C)c1nnc(SCC=C(C)C)o1	-1.7	-2	-14	-6	-4	1	0	-13	19
COc1ccc(NC(=O)CO/N=C(\C)c2cccs2)cc1	-0.1	-2	14	-17	13	-2	8	-8	0
O=C(N/N=C/c1cccc(F)c1)c1c(O)c2c([nH]c1=O)CCCC2	2.0	-2	-12	41	0	-6	-4	-16	-18
CC(=O)c1c(C)[nH]c(C(=O)OC2CCOC2=O)c1C (configuration not stated)	-2.6	2	3	24	21	1	-8	2	-6
CSC1=NCCN1C(=O)c1ccc(S(=O)(=O)N2CCCCC2)cc1	-0.6	-4	1	9	6	1	6	1	12
CC1CCN(C(=O)Cn2c(=O)n(Cc3ccc4c(c3)OCO4)c(=O)c3ccccc32)CC1	-0.1	-1	12	-8	-19	1	2	-13	15
CCNC(=S)NNC(=O)c1ccccn1	-2.1	2	-14	9	-44	-5	-8	-10	-33
Cc1csc(NC(=O)CSc2nncc(=O)n2N)n1	1.3	0	2	8	-17	-1	-15	1	2
NNc1nc(-c2ccccc2)nc(-c2ccccc2)c1Br	3.2	0	11	13	6	1	2	3	57*
CCOc1ccc(OCC)c(NC(=O)C2CCCN(S(=O)(=O)c3ccc(C)cc3)C2)c1 (configuration not stated)	-1.8	5	5	14	-1	-6	0	12	13
COc1cc(C(=O)NC(=S)Nc2ccc(Cl)c(C(=O)O)c2)cc(OC)c1OC	-0.8	-7	50	9	17	11	23	5	9

Arranged by heavy-atom count (low to high): some entries from above
SMILES	UPR CHOP act	APJ agonist	CCR6 antagonist	Mdm2-MdmX inh	APJ antag	UPR XBP1 act	CXCR6 block	EBI2 antag	tim23-1 inh
CC(=O)c1c(C)[nH]c(C(=O)OC2CCOC2=O)c1C (configuration not stated)	-2.6	2	3	24	21	1	-8	2	-6
Cc1ccc(C(=O)N2CCN(Cc3ccc4c(c3)OCO4)CC2)cc1[N+](=O)[O-]	1.5	-3	10	-7	10	-1	-7	1	1
C/C(=N\NC(=O)c1nnn(-c2nonc2N)c1CN1CCCCCC1)c1ccc(Br)cc1	4.0	1	-8	-19	-8	6	-10	0	5
CCCCn1c(SCC(=O)Nc2ccc(C)c(S(=O)(=O)N3CCOCC3)c2)nnc1C(CC)N(C)C (configuration not stated)	1.7	2	-2	-15	-30	1	2	-2	-5

Going on with the list:
SMILES	UPR CHOP act	APJ agonist	CCR6 antagonist	Mdm2-MdmX inh	APJ antag	UPR XBP1 act	CXCR6 block	EBI2 antag	tim23-1 inh
CCOC(=O)CSc1nnc(CNC(=O)c2cccc(C)c2)n1-c1ccccc1OC	1.7	0	5	-10	20	-2	1	3	13
Cn1c2ccccc2c2ncn(CCN3CCOCC3)c(=O)c21	-1.4	-3	-9	-15	-3	2	3	-3	11
Cc1cc2ncn(S(=O)(=O)c3ccc(S(=O)(=O)N4CCCCCC4)cc3)c2cc1C	-0.3	-1	10	-4	10	0	2	-5	7
O=C(/C=C/c1ccc(Br)cc1)NC(=S)NNC(=O)c1ccco1	-0.6	-4	46	17	26	4	21	5	-33
CCOc1ccc(N2C(=O)c3ccccc3NC2(C)CC)cc1 (configuration not stated)	3.6	-3	-2	-44	2	-1	1	-4	15
O=C(CCc1nc2ccccc2c(=O)[nH]1)N1CCN(S(=O)(=O)c2cccc(F)c2)CC1	-2.0	0	4	-3	5	-7	-5	5	-3
CCc1ccc(NC(=O)[C@H](C)NC(=O)C2CCN(C(=O)[C@@H](N)CC(C)C)CC2)cc1	-0.5	-2	-15	-11	1	5	5	-3	0
Nc1nc(Cl)cc(Oc2ccccc2F)n1	1.4	-5	6	19	-14	0	0	4	-1
Cc1ccc(NC(=O)CSCC(=O)N(CCC(C)C)c2c(N)n(Cc3ccccc3)c(=O)[nH]c2=O)cc1	-0.6	-7	16	9	-43	0	-2	0	-7
Cc1onc(-c2ccccc2)c1C(=O)N=C(N)c1ccc(C(F)(F)F)cc1	0.8	-4	-2	-21	-2	-3	-8	11	-6
CC(C)N=C1NN=C(c2cccs2)CS1	3.5	-2	18	-20	7	1	0	-6	16
Cn1c(SCC(=O)Nc2sc3c(c2C#N)CCC3)nnc1C1COc2ccccc2O1 (configuration not stated)	-2.8	-3	6	7	-5	-1	4	-3	9
COc1ccc(C(CNC(=O)c2ccc(-c3cccc(C(F)(F)F)c3)o2)N2CCOCC2)cc1 (configuration not stated)	-0.2	10	2	18	-74	1	-8	8	43
CN(CCCCCC(=O)/C=N/O)Cc1ccccc1	1.0	-2	1	-11	-5	0	-5	-17	5
CC(CCCC(C)(C)O)CC1C2=C(CCCC2=O)OC2=C1C(=O)CCC2 (configuration not stated)	1.4	-1	3	-11	-23	2	0	-3	25
CC(=O)N1Cc2ccccc2C(C)CC12CCCCC2 (configuration not stated)	-0.7	-4	3	11	5	0	7	-3	34
COc1cccc(CC(=O)NNC(=O)c2ccc3c(c2)OCO3)c1	0.0	-1	-3	6	1	0	-9	-9	2
COc1ccc2c(c1)c(=O)oc1c(C)c(OCC(=O)N3CCc4ccccc4C3)ccc12	-0.7	2	10	53*	4	0	-9	7	15
CCCN1CCN(C(=O)C2CCN(S(=O)(=O)c3ccc4c(c3)oc(=O)n4C)CC2)CC1	1.5	-3	-10	5	1	0	2	-3	-2
CC(=O)Nc1nc(C)c(Oc2ccccc2)c(=O)[nH]1	-1.2	-3	-21	25	-3	0	-4	-13	-12
Cc1ccc(N(CC(=O)NC2CCCCC2)S(=O)(=O)c2c(C)noc2C)cc1	0.1	-2	21	9	-10	-2	6	5	9
CC(=O)Cc1nsc(NC(=O)c2ccc(F)cc2)n1	3.6	-3	-9	16	8	-2	1	2	27
CCOC(=O)c1cccc(NC(=O)COc2ccc([N+](=O)[O-])cc2)c1	0.7	-3	9	26	8	-1	-2	-1	29
Cc1c(NC(=O)c2ccco2)cccc1-c1nc2cccnc2s1	0.3	-4	-2	27	-2	2	-8	-3	26
COc1cc(C(=O)N2CCN(C(=O)c3ccco3)CC2)cc(OC)c1OC	1.5	-2	8	-20	7	-2	-8	-5	-6
Further structures follow.
SMILES	UPR CHOP act	APJ agonist	CCR6 antagonist	Mdm2-MdmX inh	APJ antag	UPR XBP1 act	CXCR6 block	EBI2 antag	tim23-1 inh
CC(=O)Oc1ccc(/C=N/NC(=O)C2CCCN2S(=O)(=O)c2ccc(Cl)cc2)cc1 (configuration not stated)	0.8	2	14	18	20	1	2	1	1
CC(=O)Nc1ccc(S(=O)(=O)NCC(=O)OCC(=O)NCc2ccc3c(c2)OCO3)cc1	-1.7	-3	12	-14	-4	0	-2	-5	-13
COc1cccc(N(CC(=O)N2CCN(c3ccccc3OC)CC2)S(C)(=O)=O)c1	-2.8	-1	-3	12	7	0	-2	-1	6
COC(CNS(=O)(=O)c1ccc(S(=O)(=O)NC2CC2)cc1)OC	-2.0	-4	-1	21	18	-4	4	6	10
O=C(CCCOc1ccc(Cl)cc1Cl)NCCc1nnc2ccccn12	1.1	-4	1	4	-9	-1	7	-2	4
COc1ccc(CCN2CC(C(=O)OC(C)C(=O)Nc3cccc(Cl)c3)CC2=O)cc1OC (configuration not stated)	0.5	-3	-1	7	12	0	9	-15	1
CCOC(=O)CC1C(=O)NCCN1C(=O)COc1ccc(Br)cc1C (configuration not stated)	-1.9	-7	-3	12	15	-3	9	-1	-4
Cc1cc(C)cc(NC(=O)CN2C(=O)C3CC=CCC3C2=O)c1 (configuration not stated)	-0.4	-2	0	-10	4	0	-5	-1	8
c1ccc(N2CCN(c3ncnc4scc(-c5cccs5)c34)CC2)cc1	-1.5	-6	17	39	0	1	5	21	5
Cc1ccc(S(=O)(=O)N(CC(=O)NCc2ccco2)Cc2ccc(F)cc2)cc1	-0.8	-2	22	14	11	-5	3	-8	32
O=C(Nc1ccc(-c2csc(Nc3ccccc3)n2)cc1)c1ccccc1	1.9	7	12	-6	-15	-1	-18	16	14
Cn1c(=O)c2c(ncn2CC(O)CNc2ccc(Cl)cc2)n(C)c1=O (configuration not stated)	-1.6	-5	6	-9	4	-2	0	-17	5
O=C(c1cc2cc(F)ccc2[nH]1)N1CCc2ccccc2C1	5.3	-3	14	-39	-4	0	-2	15	29
Cc1c([N+](=O)[O-])cc(C(=O)Nc2ccc(NC(=O)c3ccco3)cc2)cc1[N+](=O)[O-]	-0.5	10	-6	28	-10	17	-22	-11	-9
Cc1ccn2c(=O)nc(SCC(=O)NCc3ccccc3Cl)nc2c1	0.6	3	2	16	8	-1	2	-2	16
Nc1nc2nc(-c3cccs3)cc(C(F)(F)F)n2n1	0.4	0	-4	6	-9	2	0	-14	4
CS(=O)(=O)Nc1ccccc1C(=O)N1CCN(c2ccccc2)CC1	2.3	-4	.	-19	-12	-1	.	.	8
Nc1[nH]ncc1N=Nc1ccc(Cl)cc1	6.0	-3	5	-51	20	2	-6	-15	47

Compound activity: PubChem, Sanford-Burnham Center for Chemical Genomics
